INS-1E ATP HTS – protection of INS-1E cells from cytokine death, primary screen, ATP luminescence, single point; INS-1E cytokine-induced death, 48 h; normalised: neutral wells 0, positive control 100; protection from cytokine-induced ATP loss, % at 10 µM; actives 0.1% (n = 20,000);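 active = mean replicate protection from cytokine-induced ATP loss at least 50% and at least 75% of replicates each reaching 50%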
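Material: INS-1E rat cells; Quantity: 8000 cells/well; Buffer or medium: phenol-red-free RPMI with 5% fetal bovine serum; Probe or stimulus: cytokine cocktail of IFN-γ, TNF-α and IL-1β; Compound dosing: single test concentration per compound, delivered by pin transfer; Incubation: 48 h co-treatment, 10 min post-lysis read; Signal: CellTiter-Glo luminescence.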
T cruzi HTS – inhibitors of intracellular Trypanosoma cruzi, primary screen, cell-based, plate reader, single point, set 2; intracellular Trypanosoma cruzi in host cells; activity score (inhibition), % at 5.01 µM; actives 4.9% (n = 22,000); AID 651903, 2012; in the data active = activity score above about 55%;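 note: parasites and compound incubated about four days before reading; 0% = median of neutral control wells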
* = called active by the depositor; · = not tested or not shown.

SMILES | INS-1E ATP HTS | T cruzi HTS
COc1ccc(NC(=O)N(C)C[C@@H]2Oc3c(NC(=O)Nc4ccc(F)cc4)cccc3C(=O)N([C@H](C)CO)C[C@H]2C)cc1 | 0 | -3
C[C@@H]1CN([C@H](C)CO)C(=O)c2cccc(NC(=O)Nc3ccc(C(F)(F)F)cc3)c2O[C@@H]1CN(C)Cc1ccc(C(F)(F)F)cc1 | -37 | 89*
Cc1noc(C)c1NC(=O)Nc1cccc2c1O[C@H](CN(C)S(=O)(=O)c1ccc(Cl)cc1)[C@H](C)CN([C@@H](C)CO)C2=O | 0 | 0
C[C@@H]1CN([C@@H](C)CO)C(=O)c2cccc(NS(C)(=O)=O)c2O[C@H]1CN(C)C | 14 | -23
C[C@H]1CN([C@@H](C)CO)C(=O)c2cc(NC(=O)c3ccncc3)ccc2O[C@H]1CN(C)C(=O)Nc1ccc(F)cc1 | · | -7
C[C@@H]1CN([C@H](C)CO)C(=O)Cc2cc(NS(=O)(=O)c3ccc(Cl)cc3)ccc2O[C@H]1CN(C)Cc1ccc(C(=O)Nc2ccccc2N)cc1 | 5 | 69*
CNC[C@@H]1Oc2ccc(NC(=O)Nc3ccc(C(F)(F)F)cc3)cc2CC(=O)N([C@H](C)CO)C[C@H]1C | 0 | -6
C[C@@H]1CCCCO[C@H](CN(C)C(=O)NC2CCCCC2)[C@@H](C)CN([C@H](C)CO)C(=O)c2cc(NC(=O)Nc3ccccc3)ccc2O1 | 1 | 16
C[C@H](CO)N1C[C@H](C)[C@@H](CN(C)Cc2ccc(C(=O)O)cc2)Oc2ccc(NS(=O)(=O)c3ccc(F)cc3)cc2C1=O | 8 | -26
C[C@H](CO)N1C[C@H](C)[C@H](CN(C)C(=O)Nc2ccc(F)cc2)Oc2ccc(NC(=O)Nc3ccc(F)cc3)cc2CC1=O | 10 | -31
COc1ccc(S(=O)(=O)N(C)C[C@H]2Oc3ccc(NC(=O)C4CCCCC4)cc3CC(=O)N([C@H](C)CO)C[C@H]2C)cc1 | 0 | -28
Cc1cc(C(=O)Nc2cccc3c2O[C@@H](CN(C)S(C)(=O)=O)[C@@H](C)CN([C@H](C)CO)C3=O)n(C)n1 | 4 | -30
C[C@H](CO)N1C[C@H](C)[C@H](CN(C)S(=O)(=O)c2ccc(Cl)cc2)Oc2ccc(NC(=O)Nc3ccccc3)cc2CC1=O | 6 | -3
Cc1noc(C)c1S(=O)(=O)N(C)C[C@H]1OCCCC[C@@H](C)Oc2ccc(NS(=O)(=O)c3cccs3)cc2C(=O)N([C@H](C)CO)C[C@@H]1C | 8 | -3
C[C@H]1CN([C@@H](C)CO)C(=O)Cc2cc(NC(=O)Nc3ccc4c(c3)OCO4)ccc2O[C@H]1CN(C)C(=O)Nc1ccc2c(c1)OCO2 | 2 | -24
C[C@@H]1CN([C@H](C)CO)C(=O)Cc2cc(N(C)C)ccc2O[C@@H]1CN(C)C(=O)Nc1ccc(F)cc1 | -2 | -16
Cc1ccc(S(=O)(=O)Nc2ccc3c(c2)CC(=O)N([C@@H](C)CO)C[C@H](C)[C@@H](CN(C)Cc2ccc(C(=O)O)cc2)O3)cc1 | 3 | -7
CC(C)(C)OC(=O)N1CCC[C@H]1/C=N/NC(=O)CCCCCCC(=O)Nc1ccccc1O | 6 | -3
COc1ccc(NC(=O)N(C)C[C@H]2Oc3ccc(N(C)C)cc3CC(=O)N([C@H](C)CO)C[C@H]2C)cc1 | -2 | -6
C[C@@H]1CN([C@@H](C)CO)C(=O)CCCn2cc(nn2)CO[C@@H]1CN(C)S(=O)(=O)c1ccccc1 | · | -9

Random excerpt: 5 entries already listed.
SMILES | INS-1E ATP HTS | T cruzi HTS
C[C@H](CO)N1C[C@H](C)[C@H](CN(C)C(=O)Nc2ccc(F)cc2)Oc2ccc(NC(=O)Nc3ccc(F)cc3)cc2CC1=O | 10 | -31
COc1ccc(NC(=O)N(C)C[C@@H]2Oc3c(NC(=O)Nc4ccc(F)cc4)cccc3C(=O)N([C@H](C)CO)C[C@H]2C)cc1 | 0 | -3
C[C@@H]1CN([C@@H](C)CO)C(=O)c2cccc(NS(C)(=O)=O)c2O[C@H]1CN(C)C | 14 | -23
C[C@@H]1CN([C@H](C)CO)C(=O)Cc2cc(NS(=O)(=O)c3ccc(Cl)cc3)ccc2O[C@H]1CN(C)Cc1ccc(C(=O)Nc2ccccc2N)cc1 | 5 | 69*
COc1ccc(NC(=O)N(C)C[C@H]2Oc3ccc(N(C)C)cc3CC(=O)N([C@H](C)CO)C[C@H]2C)cc1 | -2 | -6

(cont.)
SMILES | INS-1E ATP HTS | T cruzi HTS
C[C@H]1CN([C@@H](C)CO)C(=O)c2cc(NC(=O)C3CC3)ccc2O[C@@H]1CN(C)Cc1ccc(C(F)(F)F)cc1 | · | 9
COc1ccc(NC(=O)Nc2cccc3c2O[C@@H](CN(C)C(=O)NC2CCCCC2)[C@@H](C)CN([C@H](C)CO)C3=O)cc1 | -20 | 12
COc1ccc(S(=O)(=O)N(C)C[C@@H]2Oc3ccc(NC(=O)CCCN(C)C)cc3CC(=O)N([C@@H](C)CO)C[C@@H]2C)cc1 | 3 | 11
C[C@@H]1CN([C@@H](C)CO)C(=O)c2cc(NC(=O)NC3CCCCC3)ccc2O[C@H]1CN(C)S(=O)(=O)c1ccc(F)cc1 | -4 | 8
C[C@@H]1CN([C@@H](C)CO)C(=O)c2cccc(NC(=O)C3CCOCC3)c2O[C@H]1CN(C)C | 5 | 7
O=C(N/N=C/c1c(F)c(F)c(F)c(F)c1F)c1ccccc1O | -37 | -11
C[C@H](CO)N1C[C@H](C)[C@@H](CN(C)S(C)(=O)=O)Oc2ccc(NC(=O)c3ccncc3)cc2C1=O | -2 | -5
C[C@@H]1CN([C@H](C)CO)C(=O)c2cc(NS(=O)(=O)c3cccs3)ccc2O[C@@H]1CN(C)S(=O)(=O)c1ccccc1 | -2 | 0
C[C@H]1CN([C@@H](C)CO)C(=O)c2cccc(N(C)C)c2O[C@@H]1CN(C)Cc1ccncc1 | -4 | -13
CC(C)NC(=O)Nc1ccc2c(c1)C(=O)N([C@H](C)CO)C[C@H](C)[C@H](CN(C)C(=O)C1CCCCC1)OCCCC[C@@H](C)O2 | 1 | -10
C[C@@H]1CN([C@@H](C)CO)C(=O)c2cc(NC(=O)CCC(F)(F)F)ccc2O[C@H]1CN(C)Cc1ccncc1 | 5 | 5
COc1ccc(S(=O)(=O)N(C)C[C@@H]2Oc3ccc(NC(=O)c4ccncc4)cc3CC(=O)N([C@H](C)CO)C[C@@H]2C)cc1 | 15 | -33
C[C@H]1CN([C@@H](C)CO)C(=O)c2cccc(NC(=O)C3CC3)c2O[C@H]1CN(C)Cc1ccc(Oc2ccccc2)cc1 | -6 | -3
C[C@H](CO)N1C[C@H](C)[C@H](CN(C)CC2CCCCC2)Oc2ccc(NC(=O)Cc3ccccc3)cc2C1=O | -2 | 4
COc1ccc(NC(=O)Nc2ccc3c(c2)CC(=O)N([C@@H](C)CO)C[C@H](C)[C@@H](CN(C)S(=O)(=O)c2c(C)noc2C)O3)cc1 | 6 | 9
COc1ccc(CN(C)C[C@H]2OCc3cnnn3CCCC(=O)N([C@@H](C)CO)C[C@@H]2C)cc1 | · | 26
Cc1noc(C)c1NC(=O)N(C)C[C@H]1Oc2ccc(NC(=O)CCCCCC(=O)Nc3ccccc3N)cc2C(=O)N([C@H](C)CO)C[C@@H]1C | 12 | -34
C[C@H]1CN([C@@H](C)CO)C(=O)c2cc(NC(=O)CCCN(C)C)ccc2O[C@H]1CN(C)S(=O)(=O)c1ccccc1 | 0 | -20
C[C@H](CO)N1C[C@H](C)[C@H](CN(C)CC2CCCCC2)Oc2ccc(NS(C)(=O)=O)cc2CC1=O | 2 | -3
O=C(NO)c1cccc(C(=O)N/N=C/c2ccc(CO)o2)c1 | 5 | -26
C[C@@H]1CN([C@H](C)CO)C(=O)c2cc(NC(=O)c3ccncc3)ccc2O[C@H]1CN(C)Cc1ccc(Cl)c(Cl)c1 | -8 | -13
C[C@H](CO)N1C[C@H](C)[C@@H](CN(C)S(=O)(=O)c2ccccc2F)OCc2cn(nn2)CCCC1=O | · | -23
CNC[C@@H]1Oc2ccc(NS(=O)(=O)c3ccc(OC)cc3)cc2CC(=O)N([C@H](C)CO)C[C@@H]1C | 6 | -11
C[C@@H]1CN([C@@H](C)CO)C(=O)c2cccc(NS(=O)(=O)c3ccccc3)c2O[C@H]1CN(C)S(=O)(=O)c1ccc(Cl)cc1 | 12 | 8
C[C@H]1CN([C@@H](C)CO)C(=O)c2cc(NC(=O)Cc3cn(C)c4ccccc34)ccc2O[C@H]1CN(C)S(C)(=O)=O | 11 | -16
C[C@H](CO)N1C[C@H](C)[C@H](CN(C)Cc2ccc(Cl)c(Cl)c2)Oc2c(NS(=O)(=O)c3cccs3)cccc2C1=O | -5 | -44
COc1ccc(NC(=O)N(C)C[C@H]2Oc3c(NC(=O)NC4CCCCC4)cccc3C(=O)N([C@@H](C)CO)C[C@H]2C)cc1 | 4 | -37
COc1ccc(CN(C)C[C@H]2Oc3ccc(NC(=O)Cc4cn(C)c5ccccc45)cc3C(=O)N([C@H](C)CO)C[C@H]2C)cc1 | 0 | -5
COc1cc(/C=N/NC(=O)c2ccccn2)cc(OC)c1OC | 4 | -14
COc1ccc(NC(=O)Nc2ccc3c(c2)C(=O)N([C@H](C)CO)C[C@H](C)[C@H](CN(C)Cc2ccc(Cl)c(Cl)c2)O3)cc1 | -20 | 22
C[C@@H]1CN([C@H](C)CO)C(=O)Cc2cc(NC(=O)Nc3ccc4c(c3)OCO4)ccc2O[C@H]1CN(C)C(=O)Nc1ccc(C(F)(F)F)cc1 | -1 | -9
C[C@H]1CN([C@@H](C)CO)C(=O)Cc2cc(N(C)C)ccc2O[C@@H]1CN(C)Cc1ccccc1 | -6 | 58*
COC(=O)CCCCCCC(=O)N/N=C/c1c(OC)cc(O)cc1OC | 3 | -12
C[C@@H]1CN([C@H](C)CO)C(=O)c2cccc(NC(=O)C3CCCCC3)c2O[C@@H]1CN(C)Cc1ccc(C(F)(F)F)cc1 | -7 | 30
COc1ccc(NC(=O)N(C)C[C@H]2Oc3ccc(NC(=O)Nc4ccccc4)cc3CC(=O)N([C@@H](C)CO)C[C@H]2C)cc1 | 1 | -2
C[C@@H]1CN([C@@H](C)CO)C(=O)c2cc(NC(=O)CCCCCC(=O)Nc3ccccc3N)ccc2O[C@H]1CN(C)S(=O)(=O)c1ccc(F)cc1 | 6 | -12
O=C(NO)c1ccc(C(=O)N/N=C/c2cc(Cl)cc(Cl)c2O)cc1 | 24 | -8
C[C@@H]1CN([C@H](C)CO)C(=O)c2cc(NS(C)(=O)=O)ccc2O[C@@H]1CN(C)Cc1ccc(Cl)c(Cl)c1 | 3 | -13
C[C@H](CO)N1C[C@H](C)[C@H](CN(C)C(=O)Nc2ccc(F)cc2)Oc2ncc(Br)cc2C1=O | -1 | 10
C[C@@H]1CN([C@H](C)CO)C(=O)c2cccc(NC(=O)c3ccncc3)c2O[C@@H]1CN(C)CC1CC1 | -3 | -13

Full records from above. Screens in order: INS-1E ATP HTS	T cruzi HTS
C[C@@H]1CN([C@H](C)CO)C(=O)c2cccc(NC(=O)c3ccncc3)c2O[C@@H]1CN(C)CC1CC1 across the screens: -3	-13
C[C@@H]1CN([C@@H](C)CO)C(=O)c2cc(NC(=O)NC3CCCCC3)ccc2O[C@H]1CN(C)S(=O)(=O)c1ccc(F)cc1 across the screens: -4	8
COc1ccc(S(=O)(=O)N(C)C[C@@H]2Oc3ccc(NC(=O)CCCN(C)C)cc3CC(=O)N([C@@H](C)CO)C[C@@H]2C)cc1 across the screens: 3	11
C[C@H](CO)N1C[C@H](C)[C@H](CN(C)S(=O)(=O)c2ccc(Cl)cc2)Oc2ccc(NC(=O)Nc3ccccc3)cc2CC1=O across the screens: 6	-3
C[C@@H]1CN([C@@H](C)CO)C(=O)c2cccc(NC(=O)C3CCOCC3)c2O[C@H]1CN(C)C across the screens: 5	7

The listing continues.
SMILES | INS-1E ATP HTS | T cruzi HTS
C[C@@H]1CN([C@@H](C)CO)C(=O)c2cc(NC(=O)C3CCCCC3)ccc2O[C@H]1CN(C)Cc1ccccc1 | -2 | -3
COc1ccc(CN(C)C[C@@H]2Oc3ccc(NC(=O)Nc4cccc5ccccc45)cc3CC(=O)N([C@H](C)CO)C[C@H]2C)cc1 | -4 | 65*
C[C@H]1CN([C@@H](C)CO)C(=O)c2cc(NS(C)(=O)=O)ccc2O[C@H]1CN(C)Cc1ccc(C(=O)O)cc1 | 0 | -19
Cc1noc(C)c1S(=O)(=O)N(C)C[C@H]1OCCCC[C@@H](C)Oc2ccc(NC(=O)CCC(F)(F)F)cc2C(=O)N([C@H](C)CO)C[C@@H]1C | 9 | -18
Cc1ccc(S(=O)(=O)Nc2ccc3c(c2)C(=O)N([C@@H](C)CO)C[C@@H](C)[C@@H](CN(C)Cc2ccccc2)O3)cc1 | -12 | 9
Cc1ccc(S(=O)(=O)Nc2ccc3c(c2)CC(=O)N([C@H](C)CO)C[C@H](C)[C@H](CN(C)S(=O)(=O)c2cn(C)cn2)O3)cc1 | 14 | -13
Cc1noc(C)c1NC(=O)N(C)C[C@@H]1Oc2c(NS(C)(=O)=O)cccc2C(=O)N([C@@H](C)CO)C[C@H]1C | 10 | -8
C[C@@H]1CN([C@H](C)CO)C(=O)c2cccc(NC(=O)CCCCCC(=O)Nc3ccccc3N)c2O[C@@H]1CN(C)Cc1ccccc1 | 1 | -32
